Compound activity as filed in PubChem.
SNCA expr inh: inhibitors of alpha-synuclein (SNCA) gene expression. HEK-293 SNCA-luciferase knock-in, luminescence, 24 h. Potency, µM (titrated, usually from 57.2 µM), for inactives: top-dose activity change, negative = inhibition, actives largely listed as inhibitors. 140,000 compounds, 0.17% hits;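 note: potency is the fitted concentration of half-maximal effect; plate controls were DMSO cells for no effect and cell-free wells for full effect; nearly all actives have a fitted effect of over 45% in size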
GPT2 inh: GPT2 alanine aminotransferase inhibition; Q8TD30; Recombinant GPT2, coupled pyruvate oxidase/HRP Amplex Red fluorescence; Potency, µM (highest dose often 57.7 µM), for the others: top-dose activity change, negative = inhibition, usual class: inhibitors; 100,000 compounds, 0.25% hits; note: potency is the fitted concentration of half-maximal effect; nearly all actives have a fitted effect of over 60% in size; many of its hits are not listed in these tables
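Recombinant GPT2 (10ng/uL) with 250uM a-KG and 2mM L-alanine, 30 min at room temperature, in HEPES pH 7.5 buffer. Pyruvate detected by pyruvate oxidase/HRP/Amplex Red fluorescence after 30 min in the dark; AOA (50uM) as positive control.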
HEK293 tox: cytotoxic compounds in HEK 293 cells; HEK 293 viability, ATP luminescence (CellTiter-Glo), 48-72 h; Potency, µM (titrated, usually from 115 µM), for inactives: top-dose activity change, negative = cytotoxicity, hits mostly inhibitors; 94,000 compounds, 6.6% hits; note: potency is the fitted concentration of half-maximal effect; nearly all actives have a fitted effect of over 60% in size
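CellTiter-Glo luminescence (cellular ATP) was read after 48 or 72 hr of compound exposure at 37 degree Celsius. Cells were HEK 293 plated at 250 cells/well.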
NIH3T3 tox: kills NIH 3T3 cells. 94,000 compounds, 4.3% hits. Potency, µM (doses to about 96.7 µM), for inactives: at the top dose activity change, negative = cytotoxicity, hits mostly inhibitors. NIH 3T3 viability, CellTiter-Glo ATP luminescence, 48-72 h; note: potency is the fitted concentration of half-maximal effect; nearly all actives have a fitted effect of over 55% in size
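Cytotoxicity was measured by CellTiter-Glo ATP luminescence after 48 or 72 h compound exposure at 37 °C. Mouse NIH 3T3 fibroblasts were seeded at 400 cells/well and dosed by 23 nL pin transfer.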
FLuc inh: Photinus pyralis luciferase inhibition; 76,000 compounds, 2.5% hits; purified P. pyralis luciferase, luminescence, biochemical; Potency, µM (top dose mostly 115 µM), for inactives: top-dose activity change, negative = inhibition, actives largely listed as inhibitors; AID 1347043; P08659; note: potency is the fitted concentration of half-maximal effect; nearly all actives have a fitted effect of over 65% in size
Target sequence (P08659 whole entry, looked up): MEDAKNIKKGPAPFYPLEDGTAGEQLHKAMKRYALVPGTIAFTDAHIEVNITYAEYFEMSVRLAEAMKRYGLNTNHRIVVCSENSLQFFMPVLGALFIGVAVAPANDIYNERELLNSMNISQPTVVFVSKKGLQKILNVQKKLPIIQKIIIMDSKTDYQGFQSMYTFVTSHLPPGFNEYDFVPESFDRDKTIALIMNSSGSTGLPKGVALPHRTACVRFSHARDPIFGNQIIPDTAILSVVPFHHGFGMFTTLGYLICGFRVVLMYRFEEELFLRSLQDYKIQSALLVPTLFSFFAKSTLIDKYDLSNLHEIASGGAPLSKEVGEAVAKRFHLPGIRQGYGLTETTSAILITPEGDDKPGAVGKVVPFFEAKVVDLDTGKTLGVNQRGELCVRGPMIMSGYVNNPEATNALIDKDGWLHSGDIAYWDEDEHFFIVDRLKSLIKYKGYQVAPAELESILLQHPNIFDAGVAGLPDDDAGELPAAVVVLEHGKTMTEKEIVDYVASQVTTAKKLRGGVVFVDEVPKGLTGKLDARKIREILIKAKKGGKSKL
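Biochemical qHTS: compound (6-point titration) added to 10uM D-luciferin plus 10uM ATP in Tris acetate pH 7.5 buffer with Mg, Tween-20 and BSA, then purified enzyme at 10nM; light output imaged.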
IP6K1 inh: IP6K1 kinase inhibition; AID 1645851; Q92551; activity change, % (series mostly up to about 58 µM); IP6K1 kinase, ADP-Glo luminescence, 2 h; hits give low values; 140,000 compounds, 0.81% hits; in the data active = activity change below about -25%
Target sequence (Q92551 whole entry, looked up): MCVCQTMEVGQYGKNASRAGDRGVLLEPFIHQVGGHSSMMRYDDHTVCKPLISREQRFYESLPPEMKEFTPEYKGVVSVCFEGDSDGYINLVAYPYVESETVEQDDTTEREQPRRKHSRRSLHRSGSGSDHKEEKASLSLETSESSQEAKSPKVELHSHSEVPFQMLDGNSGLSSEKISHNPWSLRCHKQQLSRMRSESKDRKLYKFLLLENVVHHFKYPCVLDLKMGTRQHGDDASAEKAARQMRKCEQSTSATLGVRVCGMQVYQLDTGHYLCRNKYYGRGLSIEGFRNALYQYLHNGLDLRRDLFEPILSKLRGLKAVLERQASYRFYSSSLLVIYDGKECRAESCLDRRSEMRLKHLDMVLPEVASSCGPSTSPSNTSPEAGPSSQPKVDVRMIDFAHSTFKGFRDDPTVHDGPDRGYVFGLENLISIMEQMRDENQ
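ADP-Glo luminescence measures ADP made by human IP6K1 during a 2 h RT reaction with ATP/IP6 (mix at 1.3 mM/130 uM); top library doses 57.5 and 19.1 uM final.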
SNCA viab count: cell viability loss counter-screen | Potency, µM (doses to about 57.1 µM), for inactives: at the highest dose activity change, negative = cytotoxicity, actives largely listed as cytotoxic | HEK-293-SNCA-luc viability, GF-AFC fluorescence, 24 h | 150,000 compounds, 0.12% hits;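 note: potency is the fitted concentration of half-maximal effect; 0% = DMSO-treated cells and -100% = medium-only wells without cells; nearly all actives have a fitted effect of over 30% in size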
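Cytotoxicity counterscreen: after 24 h compound treatment of genome-edited SNCA-luciferase HEK-293 cells, live-cell protease substrate GF-AFC read by fluorescence after 30 min; activity scaled between DMSO (0%) and medium-only (-100%), curves Hill-fitted.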
Starred values were filed as active, the others as inactive; i = inactive; ? = inconclusive; . = no result given; & = joins results of further samples; [ ] = remark or other dose. Unless noted, calls come from the whole dose curve; as a rule, active = well fitted curve in the direction sought with a large enough effect; inconclusive = small, poorly fitted or top-dose-only effect, or another doubt; inactive = no such curve, though single readings can be large; an effect the other way counts as inactive or inconclusive. Unless noted, % is set by controls: 0 for no effect and ±100 for the full control effect. Not all compounds are listed; the hit share may differ from the screen's.

Every second line gives: SNCA expr inh, GPT2 inh, HEK293 tox, NIH3T3 tox, FLuc inh, IP6K1 inh, SNCA viab count
Cn1cccc1CN1CCC2(CC1)C(=NC1CCCCC1)NC(=O)N2c1cc(F)cc(F)c1
    6%, i, 3%, 4%, ., -13, 3%
CCc1csc(CNC(=O)c2ccc(N(C)Cc3cnn(C)c3)nc2)n1
    64%[activator], i, 7%, -1%, -6%, -11, -3%
Cc1ccc(C(=O)N2CCN(c3cc(-c4ccccc4)[nH]n3)CC2)cc1F
    18%, i, ?, ?, 3%, 3, -7%
CCCn1cc(C(=O)N2CCN(S(=O)(=O)N3CCCC3)CC2)c(C)n1
    -2%, -3%, -1%, -21%, 15%, 11, 9%
Cc1cccc(CNC(=O)C2CCN(c3nc4ccc(Cl)cc4[nH]3)CC2)c1
    -20%, ., ., ., ., -9, -26%
Cc1ccc(-n2c(=O)[nH]c3sc4c(c3c2=O)CCCC4)cc1
    5%, ., ., ., ., 23, 6%
COC(=O)c1ccccc1NC(=O)c1cc(-c2ccc(Cl)cc2)on1
    9%, ., ., ., ., 16, 2%
COc1ccc(-c2onc(C)c2C(=O)N(C)Cc2cc(OC)c(OC)c(OC)c2)cc1
    1%, 5%, ?, -25%, -3%, -7, -1%
O=C1c2ccccc2OCC2(CCN([S+](=O)([O-])c3ccccc3)C2)N1[S+](=O)([O-])c1ccccc1 (stereo not given)
    -3%, 1%, ?, -19%, 3%, 18, -5%
CN(C)[C@@H]1CN(Cc2ccccn2)CC[C@@H]1CO
    -17%, 0%, -4%, i, 4%, 4, 0%[12.5 µM]

The final 3 records of the part before open the next one.
Every second line gives: SNCA expr inh, GPT2 inh, HEK293 tox, NIH3T3 tox, FLuc inh, IP6K1 inh, SNCA viab count
COc1ccc(-c2onc(C)c2C(=O)N(C)Cc2cc(OC)c(OC)c(OC)c2)cc1
    1%, 5%, ?, -25%, -3%, -7, -1%
O=C1c2ccccc2OCC2(CCN([S+](=O)([O-])c3ccccc3)C2)N1[S+](=O)([O-])c1ccccc1 (stereo not given)
    -3%, 1%, ?, -19%, 3%, 18, -5%
CN(C)[C@@H]1CN(Cc2ccccn2)CC[C@@H]1CO
    -17%, 0%, -4%, i, 4%, 4, 0%[12.5 µM]
CC(=O)c1cccc(NC(=O)Cn2c(-c3ccccc3)nc(C)cc2=O)c1
    3%, i, ?, -12%, -11%, 10, -8%
CN(C)C(=O)NCC(=O)N1CCc2[nH]nc(-c3ccc(F)c(F)c3)c2C1
    7%, i[11.5 µM], -5%, 4%, 10%, 2, 6%
CCn1ccnc1CN(C)C(=O)c1cc(-c2cnc(C)nc2)nc2cc(F)ccc12
    13%, -3%, i, -4%, -3%, -2, -1%
C[C@]12CC[C@@H]3c4ccc(O)cc4CC[C@H]3[C@@H]1CCC2=O
    1%, -9%&-12%, ., ., ., 4, 4%
COc1cccc(C(=O)NCC2CCCN(Cc3ccc(Cl)cc3)C2)c1OC (stereo not given)
    17%, 3%, ?, -19%, 7%, 2, -7%
CNC(=O)c1cc(C2CC2)nc2c1c(C1CCCN1[S+](=O)([O-])c1cccs1)nn2C (stereo not given)
    ., ., ?, ?, ., 1, .
Cc1nnc(N2CCC(C(=O)NCc3ccc(N(C)C)cc3)CC2)c2nn(-c3ccccc3)c(C)c12
    -22%, ., ., ., ., 9, 18%
CC(C)N1CCN(C(=O)CCC2CCN(S(=O)(=O)c3ccccc3F)CC2)CC1
    10%, i, -9%, 0%, 11%, 3, 3%
CC(=O)NCCCC(=O)N1C2CCC1CN(c1ccc(C(F)(F)F)cc1)C2
    3%, i, -29%, ?, ., 8, 0%
CCn1cc(C(=O)N[C@@H]2COCC[C@@H]2OCC2CC2)c(=O)c2ccc(C)nc21
    -2%, i, -16%, -11%, 9%, -9, 4%
CCOC(=O)C(Cc1cc(N2CCN(C(=O)c3c(Cl)cccc3Cl)CC2)ccc1Cl)OC (stereo not given)
    ., ., ?, ?, ., 12, .
Clc1ccc2oc([C@H]3CCN(Cc4ccccc4)C3)nc2c1
    97%[activator][87.6 µM], 2%[88.5 µM], ?, -28%[138 µM], 20µM*, 4, 6%[87.6 µM]
COc1cccc(C(=O)Nc2nc3nc(C)c(Cc4ccccc4)c(=O)n3[nH]2)c1
    1%, ., ., ., ., -9, 2%
CC(C)CNC(=O)c1nc2sccn2c1-c1ccc(F)cc1
    0%[87.6 µM], i, ?, ?, ., -10, -22%[87.6 µM]
CCc1csc(CNc2cc(C3CC(O)C3)nc(N)n2)n1 (stereo not given)
    32%[activator], -7%[11.5 µM], ?, ?, 3%, -6, -3%
Cn1cccc1C(=O)N1CCCC(c2nn[nH]n2)C1 (stereo not given)
    -13%, 1%, i, i, 5%, -12, 4%
O=C(c1ccccc1Cl)N1CCN(C(=O)c2nc3cccnc3n(C3CCCC3)c2=O)CC1
    1%, i, -16%, ?, ., 16, 7%
CC(C)CNC1(Cc2cc(CN(C)Cc3ccccc3)on2)COC1
    22%[87.6 µM], -15%[88.5 µM], 0%[172 µM], -3%[138 µM], -1%[172 µM], 4, -5%[87.6 µM]
COC(=O)c1cc(S(=O)(=O)N2CCN(c3cc(Cl)ccc3C)CC2)c[nH]1
    -11%, ., ., ., ., 36, 0%
COCCNC(=O)c1nn(C)c2nc(-c3ccccc3OC)ccc12
    -8%, 2%, 0%, -15%, ., -3, -13%

Compound profiles, from the list above. Values in the order: SNCA expr inh | GPT2 inh | HEK293 tox | NIH3T3 tox | FLuc inh | IP6K1 inh | SNCA viab count
CCc1csc(CNc2cc(C3CC(O)C3)nc(N)n2)n1 (stereo not given) is entered as 32%[activator] | -7%[11.5 µM] | ? | ? | 3% | -6 | -3%
CC(C)CNC1(Cc2cc(CN(C)Cc3ccccc3)on2)COC1 is entered as 22%[87.6 µM] | -15%[88.5 µM] | 0%[172 µM] | -3%[138 µM] | -1%[172 µM] | 4 | -5%[87.6 µM]
Cn1cccc1C(=O)N1CCCC(c2nn[nH]n2)C1 (stereo not given) is entered as -13% | 1% | i | i | 5% | -12 | 4%
COc1cccc(C(=O)Nc2nc3nc(C)c(Cc4ccccc4)c(=O)n3[nH]2)c1 is entered as 1% | . | . | . | . | -9 | 2%

Following part.
Every second line gives: SNCA expr inh, GPT2 inh, HEK293 tox, NIH3T3 tox, FLuc inh, IP6K1 inh, SNCA viab count
CCc1nn(CC(=O)N2CCN(c3cccc(C)c3)C(C)C2)c(=O)c2cc3sccc3n12 (stereo not given)
    -7%, ., ., ., ., -24, 10%
CCn1cc2nc(SCc3cccc(C(F)(F)F)c3)n(CCc3ccccc3)c(=O)c2n1
    ?, ., ., ., ., 13, -27%
COc1cccc(N2C(=O)NC(=NC3CCCCC3)C23CCN(C(=O)c2ccccc2OC)CC3)c1
    -9%, i, -10%, -15%, ., 16, 4%
CCc1nc2c(c(-c3ccc(OC)cc3)n1)CCN(C(=O)c1ccccc1F)CC2
    2%, i, -19%, 40µM*, ., 1, 1%
Cc1ccc(N(C)S(=O)(=O)c2ccc(-c3coc(C)n3)cc2)cc1
    -1%, ., ., ., ., 5, 4%
COc1ccc(F)cc1-c1ccc(C(=O)O)cc1
    -12%[87.6 µM], i, i, 2%[138 µM], ., -11, 0%[87.6 µM]
Cc1ccccc1N1CCN(C(=O)c2noc(-c3ccc[nH]c3=O)n2)CC1
    13%, i, 2%, -5%, -1%, 6, 16%
Cc1ccc(/C=C/c2onc(C)c2S(=O)(=O)N2CCC(C(=O)N3CCN(c4cccc(C)c4)C(C)C3)CC2)cc1 (stereo not given)
    25%, ., ., ., ., 7, 7%
Cc1cccc(Cn2c(=O)n(CC3CCC(C(=O)N4CCC(C)CC4)CC3)c(=O)c3sccc32)c1 (stereo not given)
    -6%, ., ., ., ., -2, 5%
O=C(N[C@@H]1CN(C(=O)Cn2c(=O)oc3ccccc32)CC[C@@H]1CO)c1ccccc1
    ?, i, i, i, ?, 0, -6%[12.5 µM]
COCCOC1CCNCC1
    0%, -5%, 15%, -1%, 2%, 1, -1%[12.5 µM]
COc1cccc(C(=O)N2CC(=O)N(c3ccc(C)cc3)CC2C)c1OC (stereo not given)
    24%, i, -2%, -8%, 1%, -1, -1%
Cc1nc2c(c(-c3ccc(O)cc3)n1)CN(Cc1ccsc1)CC2
    16%, i, -27%, ?, -11%, 3, 16%
O=C1NCCCCCN(C(=O)c2ccoc2)[C@H]2CCCC[C@@H]12
    7%, i, -2%, -16%, -4%, -11, -11%
CCOC(=O)c1ccc(NC(=O)C2CCCN(c3ncnc4onc(C)c34)C2)cc1 (stereo not given)
    29%, ., ., ., ., -2, 6%
O=C(NC1CC1)c1ccc2c(c1)C1(CCN(CC3CC3)C1)CN2Cc1ccccc1 (stereo not given)
    22%[87.6 µM], -11%[88.5 µM], ?, ?, 4%[172 µM], -7, 3%[87.6 µM]
COCc1nc(C2CC(NC(=O)c3nnc4nc(C)ccn34)C2)cc(=O)[nH]1 (stereo not given)
    -4%, i, -1%, 5%, 7%, -16, 5%
CN1CCCC1Cc1c[nH]c2ccc(CCS(=O)(=O)c3ccccc3)cc12 (stereo not given)
    ., -5%, ., ., ., -3, -9%
Cc1nc([C@H]2CCN(Cc3ccc(C)o3)C[C@H]2NC(=O)C2CCOCC2)n[nH]1
    16%, i, 3%, i, 2%, 4, 2%[12.5 µM]
Cc1ccccc1Cn1c(=O)n(CCc2ccccc2)c(=O)c2sc3ccccc3c21
    144%[activator], ., ., ., ., -7, -2%
O=C(N[C@H]1C[C@H]2C(=O)Nc3ccccc3C(=O)N2C1)c1ccccc1
    -12%[87.6 µM], i, -4%[172 µM], -12%[174 µM], -1%[172 µM], -1, -1%[87.6 µM]
O=C1CN(/N=C/c2ccc([N+](=O)[O-])o2)C(=O)N1
    19%[25.6 µM], i, ., ., ., 25, -13%[23.9 µM]
Cc1cncc(C(=O)N[C@@H]2CN(Cc3ccccc3)C[C@H]2CN(C)C)c1
    12%, 0%, -3%, -17%, 6%, -5, 1%
Cc1cccc(S(=O)(=O)c2cn(Cc3ccccc3)c3cc(N4CCCC(C)C4)c(F)cc3c2=O)c1 (stereo not given)
    -2%, ., ., ., ., -7, -2%
CCN(C)C(=O)CCc1c(C)nn(-c2ccccc2)c1Oc1ccccc1F
    -2%, 4%, 40µM*, ?, 0%, -6, -3%
